# Measles CPE = compounds protecting cells from measles virus cytopathic effect, primary screen, measles RdRp inhibitor project, single point, MLSMR library, absorbance; AID 841, 2007; 1.5% of 140,000 active; Measles virus-infected cells, CPE protection; protection (pct of control), % at 4 µM; in the data active means protection mostly above about 24%, no sharp cut-off; inactive means mostly below about 26%; further: some compounds called inactive have numbers as strong as hits
# HCT116 PTEN-null = growth suppression of PTEN-null HCT116, primary screen, cell-based, CellTiter-Glo; HCT116 PTEN-null viability, 60 h; stronger effect = lower value; viability, % at 10 µM; 1.2% of 140,000 active; AID 827, 2007;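 active means viability at or below a set limit, 4 SD under the median of all tested compounds, cut at about 3.7% in these data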;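 further: PTEN knockout HCT116 line with beta catenin targeted HCT116 as companion control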
# NPY Y2 blocker = NPY-Y2 receptor antagonists, primary screen, cell-based. Neuropeptide Y receptor type 2 (Homo sapiens), P49146. NPY-Y2 expressing cells, antagonist mode. inhibition, % at 2.7 µM. 0.99% of 140,000 active. AID 793, 2007; in the data active means inhibition above about 17%;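 further: 0% = vehicle with agonist challenge and 100% = reference antagonist with challenge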
# Target sequence (P49146 whole entry, looked up): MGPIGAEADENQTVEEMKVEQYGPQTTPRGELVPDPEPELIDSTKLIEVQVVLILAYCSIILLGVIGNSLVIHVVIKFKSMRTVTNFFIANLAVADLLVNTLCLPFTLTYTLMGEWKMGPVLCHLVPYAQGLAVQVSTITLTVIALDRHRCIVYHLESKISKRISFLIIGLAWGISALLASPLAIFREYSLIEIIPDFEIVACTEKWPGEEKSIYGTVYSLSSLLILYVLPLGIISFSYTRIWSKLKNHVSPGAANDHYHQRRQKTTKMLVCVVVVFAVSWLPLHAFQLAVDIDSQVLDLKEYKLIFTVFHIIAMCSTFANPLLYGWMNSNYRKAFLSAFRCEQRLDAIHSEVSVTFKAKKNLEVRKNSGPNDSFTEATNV
# Yeast lifespan up = compounds extending yeast replicative lifespan, primary screen, S. cerevisiae, OD615; inhibition of the nicotinamide effect, % at 10 µM; AID 775, 2007; S. cerevisiae growth with nicotinamide; deaD strain in restrictive glucose medium; 0.68% of 130,000 active;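 active means inhibition above a set limit, placed 3 SD over the median of all compounds, cut at about 26% in these data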;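 further: 0% = nicotinamide-treated wells and 100% = cells grown without nicotinamide; some compounds called inactive have numbers as strong as hits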
#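 Test system – modified budding yeast, DeaD strain · Compound – single dose 10 µM compound, 0.25% DMSO · Times – culture preincubation 4 h, compound exposure 48 h, both 30 °C · Detection – optical density (absorbance) at 615 nm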
# HCT116 bCat-KO = primary screen for growth suppressors in beta-catenin knockout HCT116 cells (colon tumor, human); HCT116 beta-catenin knockout viability, CellTiter-Glo, 60 h; stronger effect = lower value; viability, % at 10 µM; 1.5% of 140,000 active;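 active means viability at or under a set limit, the compound median less 4 SD, cut at about 6% in these data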;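 further: 0% = Hyamine 1622 control at 20 µM and 100% = untreated cell control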
# MRP-1 activ = H69AR viability gain despite doxorubicin, primary screen, MRP-1 activator project, H69AR cells, CellTiter-Glo. viability rescue. viability increase, % at 10 µM. 0.61% of 140,000 active. AID 799, 2007;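 active means viability gain under doxorubicin at or above a set limit, the compound median plus 3 SD, cut at about 4.7% in these data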;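 further: MRP-1 overexpressing cells given doxorubicin 25 µM after compound pretreatment; 18-22 h compound pretreatment then 72 h with doxorubicin before readout; 0% = doxorubicin-only wells and 100% = vehicle-treated cells without doxorubicin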
# GALR2 blocker = GALR2 antagonists in receptor-expressing cells, primary screen; Galanin receptor type 2 (Homo sapiens), O43603; antagonist mode; inhibition, % at 4 µM; 0.39% of 140,000 active; AID 828, 2007; in the data active means inhibition above about 27%;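 further: cells stimulated with galanin 1-16 at roughly its EC80; 0% = agonist challenge control and 100% = basal control without agonist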
# Target sequence (O43603 whole entry, looked up): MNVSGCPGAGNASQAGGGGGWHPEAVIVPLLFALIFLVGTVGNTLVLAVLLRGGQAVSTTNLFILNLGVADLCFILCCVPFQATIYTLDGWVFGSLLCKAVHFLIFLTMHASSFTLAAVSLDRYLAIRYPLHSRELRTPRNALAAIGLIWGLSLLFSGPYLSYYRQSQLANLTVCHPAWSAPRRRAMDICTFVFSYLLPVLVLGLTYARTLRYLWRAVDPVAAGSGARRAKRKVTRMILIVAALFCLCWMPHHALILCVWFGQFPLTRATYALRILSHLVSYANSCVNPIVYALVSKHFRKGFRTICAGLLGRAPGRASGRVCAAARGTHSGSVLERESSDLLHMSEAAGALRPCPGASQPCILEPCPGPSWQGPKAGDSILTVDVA
# BB579 growth dn = growth inhibitors of yeast BB579 in restrictive medium, primary screen, yeast lifespan-shortening project, S. cerevisiae; OD615, 48 h; inhibition, % at 10 µM; 0.51% of 140,000 active;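 active means inhibition above a set limit, 3 SD over the mean compound inhibition, cut at about 44% in these data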; further: inactives centre near -24
#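 Material: Saccharomyces cerevisiae DeaD strain BB579, replicative lifespan model yeast; buffer or medium: CSMM-D restrictive synthetic medium containing dextrose (glucose); compound: 10 µM single dose, DMSO 0.25%; timing: 48 h compound exposure at 30 °C after 4 h preincubation; signal: turbidity as optical density at 615 nm; benchmarks: positive control amphotericin B 10 µg/mL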
# Phagocyt inh = inhibitors of macrophage phagocytosis, primary screen, imaging, J774A.1 cells, IgG beads | J774A.1 macrophage IgG-bead phagocytosis | inhibition, % at 5 µM | 0.07% of 110,000 active | AID 1029, 2008;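 active means inhibition above the mean of the plate negative controls plus 5 SD, cut at about 13% in these data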;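 further: phagocytic index as fraction of beads internalized from green versus red external bead signal; plate controls were DMSO negative control for no effect and cytochalasin-D positive control for full effect; some results beyond the cut were filed as inactive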
# E-sel TNF inh = E-selectin induction blockers in HUVEC – imaging, immunofluorescence, high content, primary screen; 0.71% of 120,000 active; HUVEC TNFa-induced E-selectin immunofluorescence; inhibition, % at 2 µM;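 active means inhibition above the batch mean plus 3 SD, and confirmed as a hit on visual image review, cut at about 43% in these data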;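 further: 0% = TNF-stimulated DMSO wells and 100% = unstimulated control wells; not every result past the cut was called active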
# Numbers without * were called inactive; x = no result given.
1) Cc1ccc(OCCCn2cc(C#N)c3ccccc32)cc1
2) O=C(CN(c1cccc([N+](=O)[O-])c1)S(=O)(=O)c1ccccc1)N(Cc1ccccc1)Cc1ccccc1
3) CCOc1ccc(NC(=O)CNC(=O)COc2ccccc2)cc1
4) COc1ccc2ccccc2c1/C=N/NC(=O)c1sc(N)c(C#N)c1C
5) CCOC(=O)CC(=O)CSc1nc2cc(C)ccc2cc1C
6) CC(CN(C)Cc1ccccc1)OC(=O)c1ccc(F)cc1 (configuration not stated)
Assay by compound	1	2	3	4	5	6
Measles CPE	24	20	28	15	14	6
HCT116 PTEN-null	77	70	96	104	100	96
NPY Y2 blocker	7	5	1	0	3	10
Yeast lifespan up	x	-6	-5	1	-4	-2
HCT116 bCat-KO	83	79	99	103	85	94
MRP-1 activ	0.6	-3.3	0.4	-3.3	-1.6	-0.5
GALR2 blocker	-4	-6	6	-4	17	0
BB579 growth dn	-4	-14	-6	-20	-60	-26
Phagocyt inh	x	x	-8	-6	0	-3
E-sel TNF inh	11	x	x	x	2	-5

7) COc1cccc(-n2c(=O)[nH]cc(C(=O)Nc3ccc(NC(C)=O)cc3)c2=O)c1
8) O=C(NN1C(=O)C2C3C=CC(O3)C2C1=O)c1cccc(O)c1 (configuration not stated)
9) COc1ccc(S(=O)(=O)N2CCCC(C(=O)Nc3cccnc3)C2)cc1Cl (configuration not stated)
10) CCOC(=O)C(NCc1ccc(OC)cc1)(NC(C)=O)C(F)(F)F (configuration not stated)
11) CCOC(=O)C1=C(C)NC(=O)NC1c1ccc(OC)c(Cl)c1 (configuration not stated)
12) CC(C)c1ccc(C2C3CSCC=C3C(C#N)=C(N)C2(C#N)C#N)cc1 (configuration not stated)
Assay by compound	7	8	9	10	11	12
Measles CPE	12	10	8	1	6	5
HCT116 PTEN-null	98	104	69	94	104	50
NPY Y2 blocker	-1	2	-1	-1	3	1
Yeast lifespan up	-3	0	-7	-1	2	29*
HCT116 bCat-KO	101	100	67	92	105	38
MRP-1 activ	-0.2	1.4	-2.1	-1.8	-0.5	-1.7
GALR2 blocker	2	-2	16	-3	1	-3
BB579 growth dn	-72	-14	-5	9	-10	-27
Phagocyt inh	0	-12	x	-2	-1	-1
E-sel TNF inh	-11	8	10	-1	0	14

13) COc1ccc(C(=O)/C=C/N(C)C)cc1OC
14) CN(C)CCCN(C(=O)c1sc2ccccc2c1Cl)c1nc2ccc(F)cc2s1
15) CN=C(Nc1ccc2c(c1)OCO2)SC1CC(=O)N(c2ccccc2)C1=O (configuration not stated)
16) O=C(N/N=C/c1ccc(Br)o1)c1ccc2c(c1)OCCO2
17) CCNC(=S)NNC(=O)c1csc(CC)c1
18) COc1ccccc1N(CC(=O)NCC(C)C)S(=O)(=O)c1cccs1
Assay by compound	13	14	15	16	17	18
Measles CPE	3	12	24	13	19	3
HCT116 PTEN-null	101	98	86	77	100	91
NPY Y2 blocker	2	10	0	3	4	2
Yeast lifespan up	-5	-7	-7	15	x	4
HCT116 bCat-KO	88	102	85	75	82	85
MRP-1 activ	-4.4	-3.2	-0.8	-0.4	1.6	-0.7
GALR2 blocker	-1	1	6	6	11	25
BB579 growth dn	12	-6	-5	-62	-18	-15
Phagocyt inh	2	-3	x	-2	x	-2
E-sel TNF inh	17	x	2	8	17	x

19) Cc1nn(C)c(Oc2ccc(Cl)cc2)c1C(=O)Nc1ccc(F)cc1F
20) CCCCN(CCCNC(=O)C1CCN(S(=O)(=O)N2CCOCC2)CC1)Cc1ccccc1
21) Cc1noc(C)c1C(=O)Nc1ccc(F)c(F)c1
22) CCOc1c2ccc(C(=O)N[C@H](C)C3CCCCC3)cc2nn1CCOC
23) CC(CN1CCCCC1)OC(=O)Cc1ccc(Cl)cc1 (configuration not stated)
24) Cc1csc(=NC(=O)c2ccccc2)n1CCO
Assay by compound	19	20	21	22	23	24
Measles CPE	7	17	11	7	4	6
HCT116 PTEN-null	94	94	90	92	99	84
NPY Y2 blocker	5	1	1	-1	1	1
Yeast lifespan up	2	7	-7	0	-12	-19
HCT116 bCat-KO	98	90	93	93	109	83
MRP-1 activ	0.7	-3.1	-1.0	0.2	-0.3	-2.7
GALR2 blocker	12	-1	-4	1	6	-10
BB579 growth dn	-52	-5	-7	-58	-16	-61
Phagocyt inh	x	0	1	-1	0	1
E-sel TNF inh	4	-35	-1	x	-12	x

25) COc1cc(NC(=S)NC(=O)c2cc(C)cc(C)c2)ccc1NC(=O)c1cccs1
26) Cc1ccc(CN2CCN(/N=C/c3cc([N+](=O)[O-])ccc3Cl)CC2)cc1
27) Cc1ccc(Cn2nnc3c(=O)[nH]c(C4CCCN(S(=O)(=O)c5ccccc5)C4)nc32)cc1 (configuration not stated)
28) CC(=O)N1C(=S)NC(=O)/C1=C1/C(=O)N(CC(=O)Nc2cccc(C)c2)c2ccccc21
29) CCN(CC)c1cc2nc(C)n(Cc3ccccc3)c(=O)c2cc1NC(=O)C1CC1
30) CN(C(=O)c1cccc(C#N)c1)c1nnc(-c2cnccn2)s1
Assay by compound	25	26	27	28	29	30
Measles CPE	7	8	46*	3	5	11
HCT116 PTEN-null	79	93	68	93	88	86
NPY Y2 blocker	0	1	3	4	2	1
Yeast lifespan up	x	-7	-12	0	x	-23
HCT116 bCat-KO	84	93	67	87	92	99
MRP-1 activ	-3.9	0.7	0.2	-2.3	4.8*	-2.9
GALR2 blocker	-15	8	2	0	10	-6
BB579 growth dn	-2	-40	-7	-36	-9	-3
Phagocyt inh	x	-2	-1	-2	x	-1
E-sel TNF inh	x	5	9	4	13	x

31) Cc1ccc(C)c(OCC(O)CN2CCC(CN3C(=O)c4cccc5cccc(c45)C3=O)CC2)c1 (configuration not stated)
32) Cc1n[nH]c(C)c1S(=O)(=O)N1CCN(C2CCCCC2)CC1
33) O=C1CCCC2=C1C(O)(C(F)(F)F)C(=O)N2Cc1ccccc1 (configuration not stated)
34) Cc1nc2ccc(S(=O)(=O)Nc3cccc(-c4nc5cccnc5s4)c3)cc2s1
35) CCOCC(=O)Nc1ccc(F)c(F)c1
36) Cc1ccc(C)c(N2C(=O)CN=C2Nc2ccccc2Cl)c1
Assay by compound	31	32	33	34	35	36
Measles CPE	6	23	16	5	16	6
HCT116 PTEN-null	1.2*	91	98	88	92	101
NPY Y2 blocker	4	-3	-1	13	4	3
Yeast lifespan up	0	-1	-8	2	-15	-13
HCT116 bCat-KO	1.2*	95	92	94	89	92
MRP-1 activ	-5.4	-0.1	-2.6	-1.9	-1.2	-0.9
GALR2 blocker	-12	-2	2	5	1	-2
BB579 growth dn	-20	-60	-9	-34	-17	-25
Phagocyt inh	-5	x	x	x	1	-5
E-sel TNF inh	18	-16	-24	-19	-37	-2

37) COc1ccc(/C=N\NS(=O)(=O)c2ccc(C)cc2)cc1COc1ccccc1[N+](=O)[O-]
38) CCOc1ccc(N(CC(=O)O)S(=O)(=O)c2ccc(F)cc2)cc1
39) Cc1ccc(-c2ccc(/C=C3\C(=O)ON=C3c3ccccc3)o2)c([N+](=O)[O-])c1
40) COCCCNS(=O)(=O)c1ccc(Oc2ncc(C(F)(F)F)cc2Cl)cc1
41) COc1ccc(CSc2nnnn2C)cc1F
42) COc1ccccc1NC(=O)CSc1nc2ccccc2n1C(C)=O
Assay by compound	37	38	39	40	41	42
Measles CPE	3	6	6	12	6	6
HCT116 PTEN-null	90	94	52	89	100	91
NPY Y2 blocker	0	4	7	4	-1	1
Yeast lifespan up	x	-5	71*	-6	-5	0
HCT116 bCat-KO	103	100	36	86	104	92
MRP-1 activ	-2.6	-1.3	-2.4	-1.7	-1.1	0.3
GALR2 blocker	-2	-12	9	-3	-4	7
BB579 growth dn	-30	15	-21	-59	-20	-16
Phagocyt inh	x	0	x	0	3	-2
E-sel TNF inh	-2	-2	-48	8	6	8

43) O=C(COc1ncnc2ccc(Br)cc12)N1CCOCC1
44) Cc1ccc(-n2c(N)c(C#N)c(-c3ccccc3)c(C#N)c2=O)cc1
45) CC(C)OCCCNC(=O)C(C)Oc1ccccc1 (configuration not stated)
46) CN1CCN(C(=O)c2ccc(CSc3ccc(Cl)cc3)cc2)CC1
47) COc1ccc(-c2csc(NC(=O)CSc3nc(C)cs3)n2)cc1
48) Clc1ccc(COc2ccccn2)c(Cl)c1
Assay by compound	43	44	45	46	47	48
Measles CPE	5	17	11	8	6	5
HCT116 PTEN-null	99	100	106	75	102	88
NPY Y2 blocker	1	-3	-1	4	7	4
Yeast lifespan up	-2	-19	-7	-5	x	1
HCT116 bCat-KO	82	91	105	76	86	93
MRP-1 activ	-2.1	-2.1	-0.5	-3.6	-0.9	-0.8
GALR2 blocker	5	0	-13	-1	-14	-9
BB579 growth dn	-22	-43	-67	-6	-25	-28
Phagocyt inh	-1	0	-1	-6	x	-1
E-sel TNF inh	2	-11	20	-9	2	-21

49) COc1ccc(CNC(C)C2COc3ccccc3O2)c(OC)c1 (configuration not stated)
50) O=C(c1ccc(N2CCN(C3CC(=O)N(c4ccc(F)cc4)C3=O)CC2)cc1)c1cccnc1 (configuration not stated)
51) Cc1ccc2[nH]c3c(=O)n(Cc4ccccn4)cnc3c2c1
52) Cc1cc2ccccc2c(=O)n1CC(=O)NCC(=O)N1CCN(c2ccccc2)CC1
53) Cc1ccc(C(=O)NCC(=O)OCC(=O)N2CCCc3ccccc32)cc1
Assay by compound	49	50	51	52	53
Measles CPE	32	21	16	9	3
HCT116 PTEN-null	74	101	109	71	97
NPY Y2 blocker	9	1	2	-1	4
Yeast lifespan up	2	-6	-10	-14	1
HCT116 bCat-KO	76	104	96	65	97
MRP-1 activ	-4.9	-1.9	-1.5	-1.8	-2.8
GALR2 blocker	-7	-18	11	-1	-2
BB579 growth dn	1	-2	-80	-2	-14
Phagocyt inh	2	-1	0	0	-2
E-sel TNF inh	7	8	-2	x	17

# Exported with tabs: entries from further up
cpd	Molecule	Measles CPE	HCT116 PTEN-null	NPY Y2 blocker	Yeast lifespan up	HCT116 bCat-KO	MRP-1 activ	GALR2 blocker	BB579 growth dn	Phagocyt inh	E-sel TNF inh
49	COc1ccc(CNC(C)C2COc3ccccc3O2)c(OC)c1 (configuration not stated)	32	74	9	2	76	-4.9	-7	1	2	7
50	O=C(c1ccc(N2CCN(C3CC(=O)N(c4ccc(F)cc4)C3=O)CC2)cc1)c1cccnc1 (configuration not stated)	21	101	1	-6	104	-1.9	-18	-2	-1	8
51	Cc1ccc2[nH]c3c(=O)n(Cc4ccccn4)cnc3c2c1	16	109	2	-10	96	-1.5	11	-80	0	-2
52	Cc1cc2ccccc2c(=O)n1CC(=O)NCC(=O)N1CCN(c2ccccc2)CC1	9	71	-1	-14	65	-1.8	-1	-2	0	x
53	Cc1ccc(C(=O)NCC(=O)OCC(=O)N2CCCc3ccccc32)cc1	3	97	4	1	97	-2.8	-2	-14	-2	17

# Screening data: PubChem BioAssay, several laboratories
